CYP2C19 inh: blocks human cytochrome P450 2C19; P33261; actives 21% (n = 96,000); inhibition, % at 5 µM; CYP2C19 Supersomes, luciferin-H EGE luminescence, 30 min;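 active = CYP2C19 inhibition above a set limit at 5 µM in the primary screen, cut at about 50% in these data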;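 also: plate controls were negative control wells for no effect and 2.5 mM tranylcypromine positive control for full effect; values of inactives mirror those of a sister screen read the other way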
CYP2C19 activ: increases human CYP2C19 enzyme activity | P33261 | activation factor at 5 µM | 96,000 tested, under 10 active | AID 1025 | recombinant CYP2C19, luciferin-H EGE luminescence; hits give high values; 0 = fully inhibited enzyme, 1 = untreated enzyme;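 active = activation factor of at least 2 at 5 µM in the primary screen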;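 also: 0 = wells with 2.5 mM tranylcypromine and 1 = vehicle-only wells; values of inactives mirror those of a sister screen read the other way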
PLAP act: activators of human placental alkaline phosphatase; AID 696; actives 1.2% (n = 96,000); activation fold at 20 µM; purified PLAP enzyme, luminescent substrate read-out; hits give high values; P05187; in the data active = activation fold above about 2
Target sequence (P05187 whole entry, looked up): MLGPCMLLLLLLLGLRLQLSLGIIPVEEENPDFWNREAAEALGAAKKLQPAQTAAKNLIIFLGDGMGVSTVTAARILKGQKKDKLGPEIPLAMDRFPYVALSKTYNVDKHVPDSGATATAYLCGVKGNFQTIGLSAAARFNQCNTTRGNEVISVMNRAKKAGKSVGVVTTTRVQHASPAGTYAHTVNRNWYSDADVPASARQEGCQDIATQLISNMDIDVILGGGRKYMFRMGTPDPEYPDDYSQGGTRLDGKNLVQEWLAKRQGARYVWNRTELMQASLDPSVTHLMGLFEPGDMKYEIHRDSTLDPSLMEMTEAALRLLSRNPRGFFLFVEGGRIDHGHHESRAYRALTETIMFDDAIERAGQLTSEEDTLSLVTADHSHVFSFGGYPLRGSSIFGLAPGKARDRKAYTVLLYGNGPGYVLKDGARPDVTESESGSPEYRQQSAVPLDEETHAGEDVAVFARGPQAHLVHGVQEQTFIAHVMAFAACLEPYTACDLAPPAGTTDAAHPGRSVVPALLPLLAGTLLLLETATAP
EphB4 ephrin blk: antagonists of human EphB4-ephrin-B2 interaction. P54760. EphB4 LBD / TNYL-RAW-Alexa532 peptide, fluorescence polarization. inhibition, % at 7 µM. actives 0.15% (n = 97,000);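 active = inhibition above the screen-wide mean inhibition plus 3 SD, cut at about 15% in these data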;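 also: 0% = DMSO wells and 100% = excess unlabeled TNYL-RAW peptide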
PostGolgi yeast: growth inhibition of a yeast mutant, post-Golgi transport screen | post-Golgi transport phenotypic cell assay | inhibition, % at 10 µM | actives 0.9% (n = 98,000); in the data active = inhibition above about 30%;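 also: yeast cells grown in 1536-well plates; yeast grown about 18 h at 30C before absorbance read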
Ecoli WT expand: blocks growth of wild type E. coli BW25113; growth inhibition, % at 100 µM; OD600 absorbance; actives 0.15% (n = 98,000);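 active = growth inhibition above about 50% at one test dose, limit read from the data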;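 also: growth measured after 20 h incubation at 37 °C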
CYP2C9 act: CYP2C9 (human) activation; recombinant CYP2C9, luciferin-H conversion, luminescence; hits give high values; factor 1 = untreated enzyme, 0 = blocked; actives 1.4% (n = 96,000); AID 1024; activation factor at 5 µM;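 active = activation factor of 2 or more for CYP2C9 at a 5 µM dose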;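 also: 0 = sulfaphenazole-blocked wells and 1 = vehicle-only wells; values of inactives mirror those of a sister screen read the other way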
Target sequence (P11712 whole entry, looked up): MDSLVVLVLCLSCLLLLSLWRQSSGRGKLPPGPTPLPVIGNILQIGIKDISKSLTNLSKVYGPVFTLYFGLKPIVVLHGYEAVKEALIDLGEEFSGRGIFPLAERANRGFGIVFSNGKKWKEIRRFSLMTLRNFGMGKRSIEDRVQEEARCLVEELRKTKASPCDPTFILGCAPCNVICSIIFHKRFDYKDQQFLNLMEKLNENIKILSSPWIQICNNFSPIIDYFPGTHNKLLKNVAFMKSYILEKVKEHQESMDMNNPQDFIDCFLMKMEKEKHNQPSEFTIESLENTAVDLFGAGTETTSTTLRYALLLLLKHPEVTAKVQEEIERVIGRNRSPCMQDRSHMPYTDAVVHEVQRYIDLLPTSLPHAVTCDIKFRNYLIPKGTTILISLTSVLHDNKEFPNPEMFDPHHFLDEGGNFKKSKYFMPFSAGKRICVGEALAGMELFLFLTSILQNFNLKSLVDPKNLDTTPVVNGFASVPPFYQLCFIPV
Pyk2 oligo antag: Pyk2 (human) oligomerization antagonism; actives 0.83% (n = 99,000); Q293 cells, Pyk2 FERM NanoBiT luminescence; hits give low values; Q14289; z-score (the deposit names both 25 µM and 10 µM); AID 1347419;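 active = Z-score of -3 or lower, scaled per plate to the spread of control and sample wells; inactive = z-score above -3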;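 also: negative z-score means lost luminescence so less FERM oligomerization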
CYP2C9 inhib: human CYP2C9 inhibition | P11712 | CYP2C9 Supersomes, luciferin-H conversion, luminescence | inhibition, % at 5 µM | actives 20% (n = 96,000);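 active = blocking of liver enzyme CYP2C9 beyond about 50% at 5 µM, limit read from the data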; also: values of inactives mirror those of a sister screen read the other way
The depositor's hits bear a star; / = no result given.

Sample of the layout:
Below each compound: PostGolgi yeast	CYP2C19 inh	EphB4 ephrin blk	CYP2C19 activ	CYP2C9 inhib	PLAP act	CYP2C9 act	Ecoli WT expand	Pyk2 oligo antag
[1] O=C(O)CNS(=O)(=O)c1cc(Cl)c(Cl)cc1Cl
→ -4	14	2	0.9	-14	1.2	1.1	0	0.14
[2] CN(c1ccc(C(=O)Nc2ccccc2C(=O)N2CCCC2)cc1)S(C)(=O)=O
→ 4	-24	-1	1.2	-20	1.2	1.2	-2	-0.38
[3] COc1ccc(C2CC(C(F)(F)F)n3nc(C(=O)O)c(Br)c3N2)cc1 (stereo not drawn)
→ 3	-10	4	1.1	-5	1.4	1.1	-1	0.3
[4] COc1ccc(NC(=O)CSc2nnnn2-c2ccc(OC)cc2)cc1
→ 19	28	-1	0.7	32	1.2	0.7	-9	0.18
[5] O=C(c1c(F)cccc1F)N(Cc1ccccn1)C1CC1
→ -33	4	6	1	-7	0.9	1.1	2	0.07
[6] Cc1nnc(NC(=O)Nc2ccc(Cl)c(Cl)c2)s1
→ 5	-9	4	1.1	48	1.2	0.5	-9	-0.14
[7] Cc1cccc(C)c1NC(=O)N1CCC(c2nc3ccccc3o2)CC1
→ 2	6	/	0.9	14	1.5	0.9	0	-0.26

Results, repeating the preview:
Below each compound: PostGolgi yeast	CYP2C19 inh	EphB4 ephrin blk	CYP2C19 activ	CYP2C9 inhib	PLAP act	CYP2C9 act	Ecoli WT expand	Pyk2 oligo antag
[1] O=C(O)CNS(=O)(=O)c1cc(Cl)c(Cl)cc1Cl
→ -4	14	2	0.9	-14	1.2	1.1	0	0.14
[2] CN(c1ccc(C(=O)Nc2ccccc2C(=O)N2CCCC2)cc1)S(C)(=O)=O
→ 4	-24	-1	1.2	-20	1.2	1.2	-2	-0.38
[3] COc1ccc(C2CC(C(F)(F)F)n3nc(C(=O)O)c(Br)c3N2)cc1 (stereo not drawn)
→ 3	-10	4	1.1	-5	1.4	1.1	-1	0.3
[4] COc1ccc(NC(=O)CSc2nnnn2-c2ccc(OC)cc2)cc1
→ 19	28	-1	0.7	32	1.2	0.7	-9	0.18
[5] O=C(c1c(F)cccc1F)N(Cc1ccccn1)C1CC1
→ -33	4	6	1	-7	0.9	1.1	2	0.07
[6] Cc1nnc(NC(=O)Nc2ccc(Cl)c(Cl)c2)s1
→ 5	-9	4	1.1	48	1.2	0.5	-9	-0.14
[7] Cc1cccc(C)c1NC(=O)N1CCC(c2nc3ccccc3o2)CC1
→ 2	6	/	0.9	14	1.5	0.9	0	-0.26
[8] COc1ccccc1-n1cnc2cc(C(=O)NCCCN3CCOCC3)ccc21
→ 21	18	/	0.8	27	1.6	0.7	1	0.43
[9] Cc1cc(C)c(S(C)(=O)=O)c(S(=O)(=O)c2ccc(Cl)cc2)n1
→ -1	29	-2	0.7	37	1.1	0.6	-1	-0.84
[10] CN(C1CCCCC1)S(=O)(=O)c1ccc(C(=O)O)cc1
→ 11	3	6	1	44	1.1	0.6	-1	0.01
[11] COc1ccccc1-c1cc(C(=O)Nc2ccccc2SC)no1
→ 8	-12	1	1.1	-50	1.1	1.5	-19	-1.5
[12] COc1ccc(C2NC(=O)NC(C)=C2C(=O)Nc2cc(C)ccc2C)cc1OC (stereo not drawn)
→ 3	0	/	1	6	1	0.9	-14	1.3
[13] COc1ccc(CCC(=O)N2CCN(C3CCCCC3)CC2)cc1
→ 0	10	-4	0.9	7	1.4	0.9	6	-0.14
[14] Nc1c(C(=O)NCCN2CCOCC2)c2nc3ccccc3nc2n1CCc1ccccc1F
→ 7	23	-7	0.8	31	1.7	0.7	11	-0.24
[15] Nc1nc2c(c3c1c(=O)oc1ccccc13)CCCCC2
→ 6	39	-2	0.6	18	1.1	0.8	-12	-0.74
[16] Cc1cc(C)nc(N2CCC(C(=O)Nc3ccc(Oc4ccccc4)cc3)CC2)n1
→ -17	27	5	0.7	1	0.9	1	-12	0.61
[17] COc1ccc(-c2noc(CCN3C(=O)c4ccccc4C3=O)n2)cc1OC
→ 14	22	2	0.8	12	1.2	0.9	-2	0.22
[18] CCOc1ccccc1NS(=O)(=O)N(C)C
→ -6	-13	0	1.1	-72	1	1.7	-6	0.77
[19] CCOc1ncccc1C(=O)OCC(=O)Nc1c(C)cc(C)cc1C
→ 4	60*	6	0.4	44	0.9	0.6	-3	0.19
[20] COC(=O)c1cc(OC)c(OC)cc1NC(=O)CN1CCOCC1
→ 0	7	1	0.9	28	1.5	0.7	4	1.7
[21] COC(=O)c1c(NC(=O)CSc2nnnn2-c2ccc3c(c2)OCO3)sc(C)c1C
→ 2	4	1	1	44	1.2	0.6	-11	-0.26
[22] COC(=O)C(F)(Sc1c(C)n(C)n(-c2ccccc2)c1=O)C(F)(F)F (stereo not drawn)
→ 2	41	/	0.6	3	0.9	1	-1	0.15
[23] Cc1ccc(NC(=O)C(C)c2ccc(-c3ccccc3)c(F)c2)c(C)c1 (stereo not drawn)
→ -4	4	-2	1	8	1	0.9	-8	-1.5
[24] CCCSc1nnc(CN2CCOCC2)n1C
→ -3	1	-6	1	0	1	1	0	-0.18
[25] O=C(NCCN1CCOCC1)Nc1ccc(Cl)cc1
→ -2	9	1	0.9	4	1	1	11	1.5
[26] O=S(NCc1ccco1)C12CC3CC(CC(C3)C1)C2 (stereo not drawn)
→ -3	/	6	/	/	/	/	-12	0.03
[27] COc1ccccc1C/C(N)=N/OC(=O)COc1ccc2ccccc2c1
→ 7	6	4	0.9	-19	1	1.2	-2	-0.96
[28] CCCCn1c(NCc2ccccc2O)nc2ccccc21
→ 1	50	1	0.5	30	1	0.7	10	/
[29] Cc1cc(=O)oc2cc(OCC(=O)N3CC(C)OC(C)C3)ccc12 (stereo not drawn)
→ 16	73*	-1	0.3	19	0.9	0.8	2	/
[30] CC(=O)Nc1ccc(S(=O)(=O)Nc2nc3n(n2)C(c2ccccc2)CC(=O)N3)cc1 (stereo not drawn)
→ -4	-6	4	1.1	-4	1	1	-5	-0.48
[31] Cc1ccc2nc(SCc3nnc(-c4ccccc4[N+](=O)[O-])o3)c(C#N)cc2c1
→ -15	17	-12	0.8	20	1.1	0.8	-15	-1.1
[32] CC(C)Oc1ccc(/C(O)=C2/C(=O)C(=O)N(CCN3CCOCC3)C2c2ccccc2)cc1 (stereo not drawn)
→ 3	-17	-1	1.2	-8	1.8	1.1	-4	0.23
[33] CCN1CCN(C(=O)Nc2ccc(Cc3ccc(NC(=O)N4CCN(CC)CC4)cc3)cc2)CC1
→ 9	-7	-1	1.1	-5	2*	1	-5	0.7
[34] Fc1ccc2[nH]c3c(N4CCN(C5CCCCC5)CC4)ncnc3c2c1
→ 11	67*	/	0.3	76*	2.3*	0.2	6	/
[35] Cc1ccc(C(=O)NC(=S)NCC2CCCO2)cc1 (stereo not drawn)
→ -5	68*	-9	0.3	37	0.9	0.6	-7	-0.57
[36] CC(=O)NC1=C(C#N)C(c2ccccc2)c2c(ccc3ccccc23)O1 (stereo not drawn)
→ -8	91*	8	0.1	95*	1.7	0	-16	-0.34
[37] CCCc1c(C)c2cc(C)ccc2[nH]c1=O
→ 4	35	-4	0.6	5	0.8	0.9	4	0.52
[38] Cc1ccc(S(=O)(=O)NC(=O)COc2ccccc2C(N)=O)cc1
→ -2	14	6	0.9	49	1.2	0.5	-5	0.96
[39] COc1ccc2c(c1)nc(SCC(=O)C(C)(C)C)n2C
→ -10	50	-3	0.5	-4	1	1	3	1.1
[40] O=C(/C=C/Sc1ncn[nH]1)c1ccc(Cl)cc1
→ -1	38	-5	0.6	11	1.4	0.9	23	0.19
[41] COC(=O)CSc1nnc(-c2ccc(S(=O)(=O)N3CCC(C)CC3)cc2)o1
→ -1	2	5	1	6	0.9	0.9	5	0.02
[42] CCN(CC(=O)Nc1ccc2c(c1)OCCO2)Cc1cc(=O)oc2c(C)c(C)ccc12
→ -3	92*	8	0.1	84*	1.9	0.2	-11	-0.6
[43] Cc1cc(C)n2nc(C(=O)Nc3ccc(S(=O)(=O)N4CCCCC4)cc3)nc2n1
→ -7	7	5	0.9	14	0.9	0.9	-4	-0.28
[44] CCS(=O)(=O)NCc1cn2c(C)csc2n1
→ 4	-17	-4	1.2	-15	1	1.1	4	1.9
[45] O=C(NNC(=O)c1cc(-c2ccc(Cl)cc2Cl)nc2ccccc12)Nc1ccccc1
→ -3	-8	8	1.1	17	1.2	0.8	-7	-3.5*
[46] Cc1cccc(OCCCC(=O)Nc2ccc(S(=O)(=O)Nc3onc(C)c3C)cc2)c1
→ 4	-6	0	1.1	5	1.1	1	-1	0.26
[47] CCCCOc1ccc(C(=O)Nc2ccncc2)cc1
→ 3	99*	0	0	99*	0.7	0	3	1.6
[48] Cc1ccc(CC(CC(=O)NCCc2ccc3c(c2)OCO3)C(=O)O)cc1 (stereo not drawn)
→ 4	6	1	0.9	15	1.4	0.8	-10	0.97
[49] CCCOc1ccc(/C(O)=C2/C(=O)C(=O)N(CCOC)C2c2cccnc2)cc1 (stereo not drawn)
→ 8	-4	1	1	30	1.2	0.7	-1	/
[50] CCCCOC(=O)CCc1n[nH]c(=O)[nH]c1=O
→ -2	-3	4	1	-6	1	1.1	0	-0.55
[51] CCOC(=O)C1=C(c2ccccc2)N=C2SCC(=O)N2C1c1cccc(OC)c1 (stereo not drawn)
→ 3	87*	7	0.1	54*	1.7	0.5	5	-0.7
[52] CCn1c(SCC(=O)Nc2cccc(C)n2)nnc1-c1ccco1
→ -2	28	-7	0.7	-5	0.9	1	5	0.38
[53] NNS(=O)(=O)c1ccc(Cc2ncc(C(F)(F)F)cc2Cl)s1
→ -5	70*	-2	0.3	30	1.5	0.7	-2	1
[54] S=c1[nH]ncn1/N=C/c1cccc(Oc2ccccc2)c1
→ -5	61*	2	0.4	50	1.7	0.5	2	1.8
[55] COC(=O)c1sc(=S)sc1C(=O)OC
→ 0	52*	-8	0.5	24	1.1	0.8	14	0.18
[56] Cc1occc1-c1nnc(SCC(=O)NCC2CCCO2)n1C (stereo not drawn)
→ -2	-1	0	1	0	1.2	1	4	0.28
[57] CCCC(C)c1nnc(NC(=O)CS(=O)(=O)Cc2ccccc2)s1 (stereo not drawn)
→ -3	18	-11	0.8	36	1.2	0.6	-6	0.87
[58] Cc1ccc(C(=O)Nc2nnc(-c3ccc(C(C)(C)C)cc3)s2)cc1
→ 4	5	-3	0.9	2	0.9	1	-6	-0.38
[59] Cc1ccccc1NC(=O)NCCCN1CCN(c2ccccc2)CC1
→ -9	8	6	0.9	39	2.8*	0.6	7	0.69
[60] COc1ccc(NC(=O)Cn2c(=O)n(CC(=O)NCc3ccco3)c(=O)c3ccccc32)cc1OC
→ -1	-16	6	1.2	7	1.1	0.9	3	-1.3

Other entries
Below each compound: PostGolgi yeast	CYP2C19 inh	EphB4 ephrin blk	CYP2C19 activ	CYP2C9 inhib	PLAP act	CYP2C9 act	Ecoli WT expand	Pyk2 oligo antag
[61] Cc1noc(C)c1S(=O)(=O)N1CCCC(C(=O)NC2CCCCC2)C1 (stereo not drawn)
→ 14	1	3	1	44	1.1	0.6	-6	2.8
[62] O=C(O)C(=O)/C(=C\c1cccc2ccccc12)c1ccc2ccccc2n1
→ 3	5	2	1	15	1	0.8	1	-0.11
[63] CCCn1c(=O)c(C(=O)Nc2c(C)n(C)n(-c3ccccc3)c2=O)c(O)c2ccccc21
→ /	-7	/	1.1	-2	1.1	1	/	1.2
[64] Cc1cccc(C)c1-n1nnnc1C1(Nc2ccccc2)CCCCC1
→ 4	61*	1	0.4	61*	0.8	0.4	-12	-1.1
[65] CCCc1nc(N2CCN(C)CC2)c2sc(=S)n(-c3ccccc3)c2n1
→ 7	4	/	1	21	1.3	0.8	7	/
[66] O=C1CCC(=O)N1CCCCCc1nc(-c2ccccc2)no1
→ 22	12	6	0.9	0	0.8	1	1	1.3
[67] COC(=O)c1[nH]c2ccccc2c1NC(=O)CN1CCN(C(=O)c2ccco2)CC1
→ -7	30	2	0.7	25	1.4	0.7	-3	-0.01
[68] CCCn1c(SCC(=O)Nc2nc3ccccc3s2)nc2c1c(=O)n(C)c(=O)n2C
→ -2	16	2	0.8	3	0.7	1	-4	-1.6
[69] O=S(=O)(c1ccc2c(c1)nc1n2CCC1)N1CCOCC1
→ -2	/	-4	/	/	/	/	-2	-0.1
